JMJD2A Tudor – JMJD2A Tudor domain (human) inhibition; 390,000 compounds, 4.4% hits; AlphaScreen JMJD2A-Tudor / H3K4me3 peptide binding; Potency, µM (top dose mostly 114 µM), without a hit: at the highest dose activity change, negative = inhibition, hits mostly inhibitors; O75164; further: on the % scale 0 is the no-effect control and ±100 the full control effect; nearly all actives have a fitted effect of over 50% in size
Target sequence (O75164 whole entry, looked up, the tested form may be a part): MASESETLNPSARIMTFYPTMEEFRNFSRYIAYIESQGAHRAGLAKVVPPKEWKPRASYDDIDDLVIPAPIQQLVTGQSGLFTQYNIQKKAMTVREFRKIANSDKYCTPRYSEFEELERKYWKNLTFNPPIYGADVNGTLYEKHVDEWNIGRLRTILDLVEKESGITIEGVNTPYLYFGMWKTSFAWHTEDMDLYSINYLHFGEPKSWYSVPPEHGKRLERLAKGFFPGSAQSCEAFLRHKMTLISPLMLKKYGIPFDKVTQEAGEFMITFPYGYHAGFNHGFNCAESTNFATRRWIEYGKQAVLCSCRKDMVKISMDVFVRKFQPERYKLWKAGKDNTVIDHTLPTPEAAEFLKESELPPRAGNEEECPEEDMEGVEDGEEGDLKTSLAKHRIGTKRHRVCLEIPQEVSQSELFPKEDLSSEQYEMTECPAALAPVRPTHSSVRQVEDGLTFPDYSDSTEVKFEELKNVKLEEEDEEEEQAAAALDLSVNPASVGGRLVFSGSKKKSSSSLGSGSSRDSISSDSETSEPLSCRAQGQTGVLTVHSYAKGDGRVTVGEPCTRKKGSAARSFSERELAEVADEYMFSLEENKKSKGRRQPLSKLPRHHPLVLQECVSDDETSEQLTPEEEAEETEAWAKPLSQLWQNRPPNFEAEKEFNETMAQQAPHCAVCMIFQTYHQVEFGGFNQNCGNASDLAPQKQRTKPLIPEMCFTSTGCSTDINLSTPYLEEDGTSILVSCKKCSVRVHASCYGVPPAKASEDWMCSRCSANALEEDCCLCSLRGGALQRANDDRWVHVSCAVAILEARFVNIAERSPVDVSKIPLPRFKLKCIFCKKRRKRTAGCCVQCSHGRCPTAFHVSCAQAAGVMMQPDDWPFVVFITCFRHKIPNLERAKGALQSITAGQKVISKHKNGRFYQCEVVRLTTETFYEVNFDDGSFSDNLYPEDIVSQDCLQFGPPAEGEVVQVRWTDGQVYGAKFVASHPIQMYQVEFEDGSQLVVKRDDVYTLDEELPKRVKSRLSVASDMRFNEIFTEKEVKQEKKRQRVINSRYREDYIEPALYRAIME
Pol iota inh – inhibitors of human DNA polymerase iota | Q9UNA4 | 390,000 compounds, 1% hits | Potency, µM (titrated, usually from 115 µM), without a hit: at the highest dose activity, negative = inhibition, actives largely listed as inhibitors | Pol iota fluorescent replication assay, 10 min
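Fluorescent replication assay read twice, at 0 min and 10 min after adding 50 nM (final) substrate. Enzyme (10 nM) and compounds were first incubated 15 min at room temperature; enzyme-free buffer wells were negative controls.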
PGK inhibitor – blocks T. brucei phosphoglycerate kinase. P07378. PGK/GAPDH coupled, Kinase-Glo luminescence, 60 min. Potency, µM (doses to about 57.5 µM), for the others: at the highest dose activity change, negative = inhibition, actives largely listed as inhibitors. 380,000 compounds, 0.043% hits; further: on the % scale 0 is the no-effect control and ±100 the full control effect; nearly all actives have a fitted effect of over 60% in size
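Recombinant glycosomal PGK reaction used 1,3-bisphosphoglycerate generated in-well by GAPDH (100nM final) in 100mM TEA pH 7.6, 5mM MgCl2, 0.01% Tween-20. After 60 minutes at room temperature, ATP was read by Kinase-Glo Plus luminescence end-point.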
Pin1 inhibitor – human Pin1 inhibition; Q13526; Potency, µM (titrated, usually from 115 µM), for inactives: at the top dose activity, negative = inhibition, actives largely listed as inhibitors; 390,000 compounds, 0.009% hits; Pin1 FP peptide displacement, HiFluor488, 10 min; AID 504891; active means well fitted inhibition curve with a large enough effect in the polarisation, with a control signal flat, not every such curve was filed as active; inconclusive means small, poorly fitted or top-dose-only effect, or effect the other way, or a change in a side signal; inactive means no such curve, though single readings can be large or run the other way; the % refers to the polarisation; further: on the % scale 0 is the no-effect control and ±100 the full control effect
GLS inhibitor – blocks human kidney-isoform glutaminase activity | O94925 | GLS enzymatic activity, qHTS titration | Potency, µM (series often up to 45.5 µM), for inactives: at the highest dose activity change, negative = inhibition, most hits filed as inhibitors | 410,000 compounds, 0.21% hits | AID 624170; further: on the % scale 0 is the no-effect control and ±100 the full control effect
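hKGA in 45 mM KH2PO4 pH 8.2, 0.02% Tween-20 with pin-transferred compounds; 1 mM L-glutamine (stock) plus glutamate oxidase/HRP/Amplex Red coupling added. Fluorescence read initially and after 30 min at RT.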
HP1b binding inh – inhibitors of HP1-beta chromodomain binding to methylated histone tails | P83916 | Potency, µM (series often up to 114 µM), inactives show top-dose activity change, negative = inhibition, actives largely listed as inhibitors | AID 540317 | AlphaScreen HP1-beta / biotin-H3K9me3 peptide binding | 390,000 compounds, 0.56% hits; further: nearly all actives have a fitted effect of over 70% in size; inactives centre near 23
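HP1-beta protein (50 nM final) preincubated 30 min at room temperature with biotinylated H3(1-18)K9me3 peptide (50 nM) in PBS pH 7.4, 0.01% Tween-20, then compound added for 30 min. AlphaScreen streptavidin donor/nickel chelate acceptor beads (10 ug/mL final), 30 min dark, luminescence read.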
G9a inh – G9a (human) methyltransferase inhibition | Q96KQ7 | G9a H3K9 monomethylation, AlphaScreen, 2 h | Potency, µM (doses to about 102 µM), for inactives: top-dose activity, negative = inhibition, hits mostly inhibitors | 350,000 compounds, 8.8% hits | AID 504332; further: on the % scale 0 is the no-effect control and ±100 the full control effect; nearly all actives have a fitted effect of over 75% in size
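Signal arises when biotinylated H3K9 peptide, once monomethylated, bridges streptavidin donor and antibody-captured acceptor beads. Enzyme at 20 nM was preincubated 15 min with test compounds; peptide 500 nM and SAM 20 uM then reacted for 2 h.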
BAZ2B inh – BAZ2B (human) inhibition; Q9UIF8; AlphaScreen BAZ2B-H3K14Ac peptide displacement; Potency, µM (series often up to 114 µM), for inactives: top-dose activity change, negative = inhibition, hits mostly inhibitors; 360,000 compounds, 4.4% hits; further: on the % scale 0 is the no-effect control and ±100 the full control effect; nearly all actives have a fitted effect of over 60% in size
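Compounds, titrated to a top concentration of 110 uM, were incubated 30 min at room temperature with preformed BAZ2B/acetyl-K14 H3 peptide complex (50 nM each). Proximity signal was measured by AlphaScreen after 20 min with beads.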
BLM helicase inh – blocks DNA unwinding by human BLM helicase; 350,000 compounds, 0.2% hits; recombinant BLM DNA unwinding, fluorescence dequenching; P54132; AID 2528; Potency, µM (series often up to 56.1 µM), without a hit: at the highest dose activity change, negative = inhibition, usual class: inhibitors;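 further: plate controls were vehicle for no effect and no enzyme for full effect; nearly all actives have a fitted effect of over 35% in size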
The depositor's hits bear a star; i = inactive; ? = inconclusive; · = not tested or not shown; & = joins results of further samples; [ ] = another dose, or the depositor's remark. Unless noted, the call rests on the fitted dose curve; in most records, active means well fitted curve in the direction sought with a large enough effect; inconclusive means small, poorly fitted or top-dose-only effect, or another doubt; inactive means no such curve, though single readings can be large; an effect the other way counts as inactive or inconclusive. Potency means the concentration at half of the fitted maximal effect. A portion of the library. The share of hits here may be higher or lower than overall.

cpd	Compound	JMJD2A Tudor	Pol iota inh	PGK inhibitor	Pin1 inhibitor	GLS inhibitor	HP1b binding inh	G9a inh	BAZ2B inh	BLM helicase inh
1	O=C(CSc1nnc(Cc2ccccc2)n1-c1cccc(Cl)c1)N1CCOCC1	13%	30%	-7%	-8%	0%	26%	-42%[59 µM]	0%	0%
2	Cc1ccc(C(=O)OCC(=O)NCCc2ccccc2)cc1S(=O)(=O)N1CCOCC1	-6%	10%	4%	3%	9%	15%	?	-5%	·
3	Cc1ccc(NC(=O)Nc2cccs2)cc1	-22%	-15%	i	32%[activator]	23%	2%	?	?	-2%
4	CCC(C)NC(=O)C1CCN(S(=O)(=O)c2ccc(Br)s2)CC1 (stereo not given)	5%	139%[activator]	i	3%	-12%	50%[activator]	-3%	1%	1%
5	CCNc1nc(NC(C)C)nc(Oc2ccc(OCc3ccccc3)nn2)n1	-11%	-1%	-5%	3%	9%	25%	-13%[59 µM]	12%	-2%
6	O=C(CCS(=O)(=O)c1ccc(Br)cc1)Nc1cc(F)ccc1F	-19%[57.1 µM]	-6%	?	0%	?	32µM*	50µM*	45µM*	-2%
7	CC(=O)c1ccc(C(=O)N2CCc3c([nH]c4ccccc34)C2c2ccccn2)s1 (stereo not given)	?	14%	-9%	5%	-7%	3%	?	35µM*	-8%
8	COc1cc2c(cc1OC)C(C)N(C(=O)c1ccc(Cl)c(S(=O)(=O)N3CCCCC3)c1)CC2 (stereo not given)	?	-1%	-3%	-6%	-5%	-1%	·	-38%	-12%
9	COc1ccc2c(c1)c1c(c(=O)n(-c3ccccc3C)c(=O)n1Cc1cccc(C(F)(F)F)c1)n2C	17%	?	i	4%	-6%	51%[activator]	-6%[59 µM]	-1%	-2%
10	CCN(CC(=O)Nc1c(F)cccc1F)C(=O)c1ccc2ccccc2n1	-10%	-6%	-6%	-3%	2%	4%	-27%	1%	·
11	Cc1ccc(N2CC(O)=C(c3nc4ccccc4c(=O)[nH]3)C2=N)cc1C	?	15%	-4%	?	-16%	7%	?	?	-4%
12	Fc1ccc(-c2csc(-c3ccncc3)n2)cc1	-6%	100%[activator]	-3%	16%	-5%	51%[activator]	14%[59 µM]	-14%	-9%
13	Cn1c(=O)cc(SCC(=O)N2CCN(c3ccccc3)CC2)c2ccccc21	-18%	17%&9%	-7%&5%	?	50%&25%[activator]	21%&-7%	-26%[59 µM]	-37%	-1%&-3%
14	COc1ccc(NC(=S)NN(C)C(=S)Nc2ccc(OC)cc2)cc1	-24%	12%	0%	-3%	21%	4%	14%	?	-1%
15	O=C(Nc1ccc2nc(-c3ccc4nc[nH]c4c3)[nH]c2c1)c1cccs1	-35%[57.1 µM]	1.1µM*	i	?	-1%	?	22µM*	-28%	?
16	CCCS(=O)(=O)N1CCCC(C(=O)Oc2ccc(C)c(C)c2)C1 (stereo not given)	-2%	109%[activator]	-4%	-7%	6%	13%	81%[activator]	1%	-1%
17	CCOc1ccccc1Nc1nc(-c2cccnc2)cs1	?	104%[activator]	i	-5%	?	-24%	-15%[59 µM]	?	-6%
18	COc1ccc(Cc2nnc(NC(=O)CSc3ccc(C)cc3)s2)cc1OC	15%	4%	14%	-2%	1%	47%	?	-12%	-5%
19	Nc1ncc(-c2ccccc2)n1CC1CCCO1 (stereo not given)	?	9%	-5%	7%	-4%	6%	29%[0.501 µM]	20µM*	-4%
20	S=c1[nH]nc(C2CCCCC2)n1/N=C/c1ccc(Br)cc1	-2%	-18%	-2%	2%	-18%	19%	10µM*	-3%	-2%
21	COc1ccc(N(CCC#N)C(=O)/C(C#N)=C/c2cccs2)cc1	-8%	11%	-2%	-8%	-3%	6%	?	-24%	-1%
22	CCOc1ccc(/C=N/NC(=O)c2ccc(Cn3cc([N+](=O)[O-])cn3)o2)cc1	-20%	-15%	-4%	3%	1%	42%	2%[59 µM]	-8%	-5%
23	c1ccc2c(c1)ncn2-c1ccc(-c2ccnc(-c3ccncc3)n2)cc1	-24%	-5%	15%	10%	-1%	29%	12%	-5%	-1%
24	O=C(Cc1ccccc1)Nc1cccc(-c2cn3cccnc3n2)c1	-10%	1%	-10%	4%	2%	20%[57 µM]	-11%[59 µM]	-6%	-2%

(next part)
#	mol	JMJD2A Tudor	Pol iota inh	PGK inhibitor	Pin1 inhibitor	GLS inhibitor	HP1b binding inh	G9a inh	BAZ2B inh	BLM helicase inh
25	CCCN(Cc1nnc(-c2ccccc2Cl)o1)C(=O)c1cccc(S(=O)(=O)N2CCOCC2)c1	-2%	33%[activator]	7%	0%	2%	21%	52%[activator]	-14%	-7%
26	COc1cc(C2NC(=O)NC(C)=C2C(=O)OC2CCC(C)CC2)ccc1O (stereo not given)	-20%	39%[activator]	-8%	1%	12%	20%	·	10%	-2%
27	CN(CC(=O)Nc1cc(Cl)cc(Cl)c1)Cc1cccs1	79%[activator]	25%	3%	-4%	-1%	89%[activator]	147%[activator]	47%[activator]	-9%
28	O=C(Nc1ccccc1Cl)NC1(C(=O)N2CCC(O)CC2)CCCCC1	-6%	-3%	-4%	3%	4%	0%	7%	27%	2%
29	Cc1[nH][nH]c(=O)c1/C=N/N1CCOCC1	-24%	-9%	9%	3%	33%[activator]	28%	-26%	-21%	-8%
30	Cc1ccc(S(=O)(=O)N(CC(=O)NCc2ccncc2)Cc2ccccc2F)cc1	-6%	93%[activator]	4%	4%	9%	26%	-1%	-12%	-4%
31	O=C(CN(CC1CCCO1)C(=O)CNS(=O)(=O)c1ccc(F)cc1)NCCc1ccccc1 (stereo not given)	4%	47%[activator]	5%	3%	3%	22%	14%	-2%	-1%
32	CCC(C)[C@H](NC(=O)NCc1ccc(Cl)cc1)C(=O)OC (stereo not given in full)	4%	6%	-7%	1%	-2%	27%	-35%	4%	-4%
33	O=C1CC(=C(c2ccccc2)c2ccccc2)C(=O)N1CCN1CCN(c2cccc(Cl)c2)CC1	?	-3%	4%	26%	11%	-4%	?	?	-4%
34	CCOC(=O)C1CCN(c2nc(-c3ccc(Br)cc3)nc3ccccc23)CC1	36%&29%[activator]	-21%&0%	-4%	7%&2%	-7%&-10%	59%&82%[activator]	49%[activator]	-2%&40%	-9%&-6%
35	Cc1nnc2ccc(-c3ccc(NC(=O)c4ccco4)cc3)nn12	-5%	-24%	-5%	-9%	-8%	14%	35µM*	-20%	-28%
36	CCN1C(=O)/C(=C\C(=O)c2cccs2)c2cc(Br)ccc21	28µM*	37%[activator]	9%	-7%	0%	22µM*	?	16µM*	-2%
37	O=C(Nc1ccc2c(c1)nc1n2CCCCC1)c1cc(S(=O)(=O)N2CCOCC2)ccc1Cl	-13%	7%	-8%	2%	-3%	13%	14%	0%	1%
38	N/C(Cc1nc(-c2ccc(F)cc2)cs1)=N\O	-12%	40%[activator]	2%	0%	18%	29%	26%	-2%	-1%
39	O=C(NCCSCc1cccc(Cl)c1)C1CCN(S(=O)(=O)Cc2ccccc2)CC1	-15%	0%	-10%	-26%	1%	4%	-5%[59 µM]	-1%	-5%

For convenience, 4 of the compounds above.
#	mol	JMJD2A Tudor	Pol iota inh	PGK inhibitor	Pin1 inhibitor	GLS inhibitor	HP1b binding inh	G9a inh	BAZ2B inh	BLM helicase inh
25	CCCN(Cc1nnc(-c2ccccc2Cl)o1)C(=O)c1cccc(S(=O)(=O)N2CCOCC2)c1	-2%	33%[activator]	7%	0%	2%	21%	52%[activator]	-14%	-7%
26	COc1cc(C2NC(=O)NC(C)=C2C(=O)OC2CCC(C)CC2)ccc1O (stereo not given)	-20%	39%[activator]	-8%	1%	12%	20%	·	10%	-2%
27	CN(CC(=O)Nc1cc(Cl)cc(Cl)c1)Cc1cccs1	79%[activator]	25%	3%	-4%	-1%	89%[activator]	147%[activator]	47%[activator]	-9%
28	O=C(Nc1ccccc1Cl)NC1(C(=O)N2CCC(O)CC2)CCCCC1	-6%	-3%	-4%	3%	4%	0%	7%	27%	2%

Reprinted at random: 2 compounds from above.
#	mol	JMJD2A Tudor	Pol iota inh	PGK inhibitor	Pin1 inhibitor	GLS inhibitor	HP1b binding inh	G9a inh	BAZ2B inh	BLM helicase inh
36	CCN1C(=O)/C(=C\C(=O)c2cccs2)c2cc(Br)ccc21	28µM*	37%[activator]	9%	-7%	0%	22µM*	?	16µM*	-2%
26	COc1cc(C2NC(=O)NC(C)=C2C(=O)OC2CCC(C)CC2)ccc1O (stereo not given)	-20%	39%[activator]	-8%	1%	12%	20%	·	10%	-2%

Next entries.
#	mol	JMJD2A Tudor	Pol iota inh	PGK inhibitor	Pin1 inhibitor	GLS inhibitor	HP1b binding inh	G9a inh	BAZ2B inh	BLM helicase inh
40	Cc1ccc(S(=O)(=O)Nc2ccc(N3CCOCC3)cc2)cc1[N+](=O)[O-]	-33%	141%[activator]	4%	1%	7%	1%	?	-27%	-8%
41	CCCCC(=O)NCCNc1nc2c(c(=O)n(C)c(=O)n2C)n1Cc1ccc(F)cc1	-15%	-6%	i	-10%	6%	56%[activator]	4%	-21%	1%
42	COc1cc(/C=C/c2ccc3cccc([N+](=O)[O-])c3n2)ccc1OCC(=O)O	-19%	?	-18%	-5%	?	5%	40µM*	56µM*	-4%
43	CCOc1cc(S(=O)(=O)NCc2cccnc2)c(C)cc1C	-17%	-1%	9%	0%	-2%	36%	38%[activator]	7%	-3%
44	O=C(Cn1ccc2cc(S(=O)(=O)N3CCCCCC3)ccc21)NCc1cccc(Cl)c1	-24%	1%	-1%	12%	5%	27%	-28%[59 µM]	0%	-4%
45	CC(C)NS(=O)(=O)c1ccc(OCC(=O)Nc2ccc(F)cc2F)cc1	-12%	8%[58.9 µM]	3%	0%	-5%	10%	16%	-2%	-1%
